Pf Dd2 inh: Plasmodium falciparum Dd2 growth inhibition | AID 1347417 | Potency, µM (top dose mostly 28.9 µM), for inactives: at the highest dose activity, negative = inhibition, hits mostly inhibitors | P. falciparum Dd2 growth, SYBR Green, 72 h | hit rate 4.3% among 120,000; active = well fitted inhibition curve with a large enough effect; inconclusive = small, poorly fitted or top-dose-only effect; inactive = no such curve, though single readings can be large or run the other way;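 also: plate controls were DMSO vehicle for no effect and reference drug for full effect; nearly all actives have a fitted effect of over 65% in size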
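Readout: SYBR Green fluorescence, 485 nm excitation, 535 nm emission, after ~16 h lysis at 37C. Before that, Dd2-infected red cells (2.5% hematocrit) grew 72 h with compound, 29 uM top final concentration.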
Numbers without * were called inactive; i = inactive; ? = inconclusive; & = joins results of further samples; [ ] = dose if it differs, or a comment. Potency is read from the fitted curve at half-maximal effect. These rows are one share of the data; count on the stated rates, not on these rows.

| canonical_smiles | Pf Dd2 inh |
| --- | --- |
| Cc1ccc(NC(=O)/C(C#N)=C\c2ccc(Cl)cc2Cl)cc1C | 8.3% |
| Cc1ccc(Cl)cc1N1CCN(C(=O)CN2C(=O)COc3ccc(S(=O)(=O)N4CCCCCC4)cc32)CC1 | ? |
| CCC1Oc2ccc(NC(=O)c3ccccc3Cl)cc2CN(Cc2ccccc2F)C1=O (stereo not drawn) | ? |
| COc1ccc(-c2noc(-c3cccn3CC(=O)Nc3ccc4c(c3)CCC4)n2)cc1F | ? |
| CCCNC(=O)N1CC(Oc2ccccc2-c2nc(CCOC)no2)C1 | -16.2% |
| CC(C)NC(=O)C1COC2(CCN(C(=O)C(C)(C)C)CC2)N1C(=O)c1ccc(F)cc1 (stereo not drawn) | 2.0% |
| COc1ccc(NC(=O)Cn2c(=O)nc(-c3ccccc3)c3ccccc32)cc1OC | i |
| COc1ccc(F)c(CN2CCCC3(CCN(C(=O)C4CCCC4)C3)C2)c1 (stereo not drawn) | ? |
| CC(C)Cc1cnc(C2CCCN(C(=O)OC(C)(C)C)C2)[nH]1 (stereo not drawn) | 7.08µM* |
| Cc1ccc(OCCSc2nc(-c3ccccc3C)nc3cc(=O)[nH]n23)cc1Cl | 3.7% |
| Cc1nc(-c2ccco2)cc([C@H]2CN3CC[C@H]2C[C@@H]3CNC(=O)C(C)(C)C)n1 | ? |
| O=C(c1ccccc1Cl)N1CCCC(c2nc3c(nnn3Cc3ccc(F)cc3F)c(=O)[nH]2)C1 (stereo not drawn) | ? |
| CN(C)c1cc(=O)c2ccnc(-c3cccc(C(F)(F)F)c3)c2o1 | i |
| COc1ccc(CCN2C(=O)NC(NS(=O)(=O)c3ccc(NC(C)=O)cc3)(C(F)(F)F)C2=O)cc1OC (stereo not drawn) | 52.2%[activator] |
| O=S(=O)(c1cccnc1)N1CCCC(Cn2c(C3CC3)nc3cccnc32)C1 (stereo not drawn) | -24.5% |
| COc1ccc(CN2CCCC23Cc2ccccc2CNC3=O)c(OC)n1 (stereo not drawn) | -12.7% |
| CCOc1ccc(NC(=O)c2noc3c2CSc2ccccc2-3)cc1 | 19.6% |
| COc1ccccc1CNC(=O)c1ccc(-c2nc(CN3CCc4ccccc43)c(C)o2)cc1 | 10µM* |
| O=C1c2oc3ccccc3c(=O)c2C(c2cccc(Br)c2)N1c1ccccn1 (stereo not drawn) | -9.5% |
| COc1ccc(CN2C(=O)[C@@H]3C[C@@H](O)CN3C3(CNC3)C2=O)cc1 | 11.9%[44.1 µM] |
| O=C1Nc2ccccc2CC12CCCN(Cc1ccc(Cl)cc1)C2 (stereo not drawn) | ? |
| Cn1ccnc1C(=O)N1CCC(N2C(=O)C3(CCCC3)C2c2ccccc2)CC1 (stereo not drawn) | i |
| O=C(Nc1ccccc1)N1CCCC(CN2CCOCC2)CC1 (stereo not drawn) | i |
| COc1ccc2[nH]c3c(c2c1)CCN(C)C31CCN(C(=O)c2ccnn2C)CC1 | -8.1% |
| CN(CC(O)COc1ccccc1CN1CCCOCC1)C1CCCCC1 (stereo not drawn) | ? |
| COc1ccc(CN2CCn3c(nnc3-c3ccc(Cl)cc3)C2)cc1 | -23.0% |
| COc1ccc2oc(=O)c(C(=O)NCCc3c(C)[nH]c4ccc(Br)cc34)cc2c1 | ? |
| COc1ccc(Cl)cc1NC(=O)C(C)n1nnc2sc3c(c2c1=O)CCCC3 (stereo not drawn) | -7.1% |
| Cc1nn(-c2ccc(C(F)(F)F)cc2)c(C)c1[C@@H]1C=C[C@@H](NC(=O)CCC(=O)O)C1 | i |
| CC(=O)c1ccc(NC(=O)c2ccc3c(c2)N(Cc2cccc(Cl)c2)C(=O)c2ccccc2S3=O)cc1 (stereo not drawn) | 11.2µM* |
| CCSc1ccc(C(=O)Nc2ccc(-c3nc4ccc(C)cc4s3)cc2)cc1 | -16.9% |
| COc1ccc(CNS(=O)(=O)c2cc(C(=O)Nc3cc(Cl)cc(Cl)c3)ccc2F)cc1 | i |
| COc1ccc(-c2cn3c(n2)sc2cc(C(=O)Nc4ccccc4F)ccc23)cc1 | i |
| Cc1ccc(CNC(=O)C2Cn3cccc3C(=O)N2CC(C)C)o1 (stereo not drawn) | -16.1% |
| Cc1ccccc1C(=O)Nc1cccc(OCc2cc(=O)n3c(C)csc3n2)c1 | 2.1% |
| COC(=O)CNC(=O)C1CCc2nnc(-c3ccc(Cl)cc3Cl)n21 (stereo not drawn) | -11.4% |
| O=C(CCn1c(=O)c2sccc2n(CC(=O)Nc2ccccc2)c1=O)NCc1ccccc1Cl | 21.4% |
| O=C(COc1ccc([N+](=O)[O-])cc1)NCC1(N2CCOCC2)CCCCC1 | ? |
| COc1ccc(-c2nc(C3CC3)nc3c2CN([S+](=O)([O-])c2ccccc2)CC3)cc1 | -29.0% |
| O=C(CCC(=O)OCC(=O)c1ccc(Cl)cc1)Nc1ccc(Oc2ccccc2)cc1 | 15.3% |
| COc1ccc(-n2c(/C=C/c3cc(OC)c(OC)cc3OC)nc3cc4ccccc4cc3c2=O)cc1Cl | 46.6%[activator][5.79 µM] |
| COc1cc(F)ccc1-c1cc(-c2cn[nH]c2)c2cncn2c1 | i |
| CC(C)CCNC(=O)Nc1cc(C(=O)NCc2cccc(F)c2)ccc1N1CCCC1 | 2.3% |
| Cc1ccccc1C(=O)N1C(C(=O)NC(C)C)COC12CCN(C(=O)c1ccc(Cl)cc1)CC2 (stereo not drawn) | i |
| O=C(c1cccc(Cl)c1)N1CCn2c(nnc2-c2ccccc2)C1 | -14.9% |
| Cc1ccn2c(C(=O)N[C@H](c3cnn(C)c3)C3CC(O)C3)nnc2n1 (stereo partly drawn) | -16.7% |
| CC1=C(c2ccc(C)cc2)S(=O)(=O)NC1=NCCCN1CCN(c2ccc(F)cc2)CC1 | ? |
| CCOc1ccc(NC(=O)c2oc3ccccc3c2NC(=O)c2ccc(OC)cc2OC)cc1 | ? |
| O=C(NCCc1ccc(F)cc1)C(=O)NCC(c1cccs1)S(=O)(=O)c1ccccc1 (stereo not drawn) | i |
| COc1nc(-c2ccc(OC)c3ncccc23)ncc1F | ? |
| COc1cc(CN2CCN(Cc3ccc(-n4cccn4)cc3C)CC2CCO)cc(OC)c1 (stereo not drawn) | -10.8% |
| O=S(=O)(N[C@H]1[C@H](O)[C@H](O)C[C@@H]1c1ccccc1)c1ccccc1 | i |
| COc1cccc(C(=O)Nc2ccc3c(c2)CN(Cc2cccc(OC)c2OC)C(=O)C(C)O3)c1 (stereo not drawn) | ? |
| COC[C@H]1C[C@@H](NC(=O)C2CCCC2)[C@H](O)[C@@H]1O | 7.1%[44.1 µM] |
| COc1ccc(/C=C/c2ccc3c(c2)C(=O)N2C[C@@H](NS(C)(=O)=O)C[C@H]2C(=O)N3)cc1 | -13.9% |
| Cc1ccc2nc(CO[C@H]3CN(Cc4ccc(C(F)(F)F)cc4)C[C@H]3F)[nH]c2c1 | 8.91µM* |
| COc1ccc(C(=O)Nc2ccc([C@@H](O)[C@H]3COCC(=O)N3Cc3ccc(F)cc3)cc2)cc1OC | i |
| CCC1(N2CCN(C(=O)c3cc(F)ccc3Cl)CC2)CCN(C(=O)C(C)C)C1 (stereo not drawn) | ? |
| CCOc1cccc(C(=O)N(Cc2ccc(CC)cc2)C2CCS(=O)(=O)C2)c1 (stereo not drawn) | -14.5% |
| CC(=O)N1c2ccc(S(=O)(=O)NCC3CCC(C(=O)Nc4ccccc4C)CC3)cc2CC1C (stereo not drawn) | ? |

Rewritten field by field: part of the list above
COc1ccc2oc(=O)c(C(=O)NCCc3c(C)[nH]c4ccc(Br)cc34)cc2c1
  Pf Dd2 inh = ?
CC(=O)N1c2ccc(S(=O)(=O)NCC3CCC(C(=O)Nc4ccccc4C)CC3)cc2CC1C (stereo not drawn)
  Pf Dd2 inh = ?
O=C(CCn1c(=O)c2sccc2n(CC(=O)Nc2ccccc2)c1=O)NCc1ccccc1Cl
  Pf Dd2 inh = 21.4%
Cc1ccc(CNC(=O)C2Cn3cccc3C(=O)N2CC(C)C)o1 (stereo not drawn)
  Pf Dd2 inh = -16.1%

Look-ups from the results shown.
CCOc1cccc(C(=O)N(Cc2ccc(CC)cc2)C2CCS(=O)(=O)C2)c1 (stereo not drawn) in Pf Dd2 inh reads -14.5%
CCSc1ccc(C(=O)Nc2ccc(-c3nc4ccc(C)cc4s3)cc2)cc1 in Pf Dd2 inh reads -16.9%

(list continues)
| canonical_smiles | Pf Dd2 inh |
| --- | --- |
| O=C(Nc1cnc(-c2ccc(C(F)(F)F)cc2)nc1)C1CCOC1 (stereo not drawn) | i |
| O=C(c1ccccc1)N1CCC(c2n[nH]c(=O)n2-c2ccccc2)CC1 | -14.4% |
| CCN(CC)C(=O)C1CCN(C(=O)c2cnn(-c3ccccc3)c2-n2cccc2)CC1 | 15.6% |
| COCCNC(=O)[C@H]1C[C@H](Oc2ccccc2)CN1C(=O)c1ccco1 | 7.9% |
| COc1cccc(CNC(=O)CCn2ccc3cc(S(=O)(=O)N4CCCC4)ccc32)c1 | i |
| CC(=O)N1CCC(Cn2c(C)cnc2C2CC2)CC1 | 12.3% |
| Cc1nc(-c2ccco2)cc([C@H]2CN3CC[C@H]2C[C@@H]3CNC(=O)C2CC2)n1 | i |
| CC(=O)N1CCn2ncc(C(=O)N3CCOCC3)c2C1 | 8.1%[44.1 µM] |
| Cc1cccc(-n2c3nc(=O)[nH]c(=O)c-3cc3ccc(Cl)cc32)c1C | 5.0% |
| Cc1ccccc1NC(=O)C1CCN(S(=O)(=O)c2cccc3nonc23)CC1 | i |
| Cc1oc2cc3oc(=O)c(CC(=O)N4CCCCC4)c(C)c3cc2c1C | -0.3% |
| O=C(NCc1ccccc1-n1ccnc1)C1CC(=O)N(Cc2cccnc2)C1 (stereo not drawn) | 8.5% |
| Cc1ccccc1CS(=O)(=O)Cc1ccc(C(=O)NCc2ccc(F)cc2)o1 | -2.2% |
| CCCC(=O)C1=C(c2cccc(OC)c2)N(C(=O)CCC)n2c(C)nnc2S1 | ? |
| CS(=O)(=O)c1ccc(CN2CCOC[C@H]2c2ncc(-c3ccc(Cl)s3)[nH]2)cc1 | i |
| Cc1cccc(CN2CCCC(c3nc(C(C)C)no3)CCNC(=O)CC2)c1 (stereo not drawn) | ? |
| CC(=O)NCC(=O)N1CCCC(n2cc(-c3nc(-c4ccccc4)no3)nn2)C1 (stereo not drawn) | i |
| Cc1nn(CC(=O)N2CC[C@H](CO)[C@H](O)C2)c(=O)c2ccccc12 | -4.6% |
| CCCCCCN(CCC(=O)NC(C)C)C(=O)c1ccoc1 | -11.1% |
| CN(C)Cc1cc(C[C@@H]2C[C@H](NC(=O)CC(C)(C)C)C2(C)C)no1 | 14.1µM* |
| Cc1ccc(-n2c(C3CCN(C(=O)Cc4ccc(F)cc4)CC3)n[nH]c2=O)cc1 | -11.2% |
| COc1ccccc1C(=O)Nc1ccc(-c2nc3cc(C)cc(C)c3o2)cc1 | 3.3% |
| CCN(CC)C(=O)CN1C(=O)NC(c2ccccc2OC)C2=C1COC2=O (stereo not drawn) | -7.5% |
| Cc1cc(Br)cc2c1N(Cc1ccccc1OC(C)C)C(=O)C2=O | 11.2µM* |
| COc1ccc([C@H]2CN(C(=O)c3ccc(C#CC(C)(C)O)cc3)C[C@@H]2N)cc1 | ? |
| COc1cccc(C(=O)N2CCC3(CC2)CC(O)CCO3)c1 (stereo not drawn) | -5.2% |
| O=C(c1cccc(Cl)c1)N(Cc1ccco1)Cc1ccccc1Cl | -6.0% |
| O=C1c2c(nc(CNCc3ccc4c(c3)OCO4)n2Cc2ccccc2)NCCN1Cc1ccccc1 | ? |
| COc1ccc(C)cc1NC(=O)Cn1nc2n(c1=O)CCCC2 | i |
| COC(=O)c1[nH]ncc1CN1CCCC2(C1)CN(C)C(=O)O2 (stereo not drawn) | -10.4% |
| CCC1CN(C(=O)N2CCC(C(=O)NCc3cccc(OC)c3OC)CC2)c2cc(C)ccc2O1 (stereo not drawn) | i |
| Cc1ccccc1CNc1nc(N(C)C)nc2c1cnn2C | i |
| Cc1cccc(C)c1NC(=O)CN1C(=O)NC2(CCCCC2)C1=O | 17.7% |
| Cc1ccc(Cl)cc1NC(=O)CN1C(=O)NC2(CCCCC2)C1=O | 3.1% |
| Cc1ccc(C(=O)N2CCCN(C(=O)C3CC3)c3ccccc32)cc1F | ? |
| O=C(NCc1ccnc2[nH]ccc12)c1ccc(C(F)(F)F)cc1 | 1.0%&-7.2%[44.1 µM] |
| COc1ccc(C(=O)N2CCN(C(=O)N3CC4CC(C3)[C@H]3CCCC(=O)N3C4)CC2)cc1 (stereo partly drawn) | 28.3% |
| Cc1ccc(CNC(=O)c2ccc(OC3CCN(S(C)(=O)=O)CC3)c(Cl)c2)s1 | i |
| Cc1ccc(-c2nc(CCNC(=O)C(=O)Nc3ccc(F)cc3F)cs2)cc1 | 10.8% |
| CCN(CC)c1ccc(C2C(C(N)=O)=C(C)Nc3ncnn32)cc1 (stereo not drawn) | 33.3%[activator] |
| CC1=C(C(=O)Nc2ccc(C)cc2)C(c2ccc(Cl)cc2)n2nnnc2N1 (stereo not drawn) | -26.7% |
| Cc1ccc(C2Cn3nnc(C(=O)N4CCC(C(=O)NCCCc5ccccc5)CC4)c3CO2)cc1 (stereo not drawn) | i |
| Cc1cc(C(=O)N2CCCCCC2c2nnc(-c3ccccc3)o2)n(C)n1 (stereo not drawn) | ? |
| Cc1ccc(S(=O)(=O)NCCc2cn3ccsc3n2)cc1 | 22.7% |
| COCCN1CC2(CCC1=O)CCN(CC(O)C(F)(F)F)CC2 (stereo not drawn) | -15.3% |
| O=C(NCc1ccccc1)c1noc(-c2ccc(F)cc2)n1 | 42.6%[activator] |
| O=C1CC(c2ccccc2)N(Cc2ccc(C(F)(F)F)cc2)CCCCCN1 (stereo not drawn) | -13.2% |
| CCc1ccc(S(=O)(=O)c2nnn(-c3cccc(C)c3)c2N)cc1 | -16.0% |
| Cc1nn(C)cc1CN(C)C(=O)c1cc2cn(C(C)C)cc2s1 | -3.2% |

Compound activity deposited in PubChem BioAssay by National Center for Advancing Translational Sciences (NCATS).
